# Assay outcomes deposited in PubChem by National Center for Advancing Translational Sciences (NCATS).
# EPAC1 antag – EPAC1 (human) antagonism | Potency, µM (titrated, usually from 115 µM), for inactives: at the top dose activity change, negative = inhibition, hits mostly inhibitors | EPAC1 GEF assay, Rap1b-BODIPY-GDP exchange fluorescence | hit rate 0.14% among 360,000;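 note: potency is the fitted concentration of half-maximal effect; plate controls were vehicle for no effect and positive control for full effect; nearly all actives have a fitted effect of over 50% in size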
# WRN helicase inh – WRN helicase (human) inhibition; Q14191; WRN helicase unwinding, fluorescent forked duplex, kinetic; Potency, µM (series often up to 114 µM), for the others: at the highest dose activity change, negative = inhibition, actives largely listed as inhibitors; hit rate 0.46% among 360,000; note: potency is the fitted concentration of half-maximal effect; % is set by controls: 0 for no effect and ±100 for the full control effect; nearly all actives have a fitted effect of over 55% in size
#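 Kinetic red-fluorescence monitoring (525/598 nm) tracks WRN helicase activity after 100 nM fluorophore-quencher forked duplex and 2 mM ATP are added to 20 nM enzyme pretreated 15 min at room temperature with compound.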
# FUS suppressor – rescues growth of FUS-expressing yeast; hit rate 0.24% among 390,000; AID 1347120; S. cerevisiae FUS-expressing, growth rescue, OD600, 24 h; Potency, µM (top dose mostly 76.6 µM), for the others: at the highest dose growth rescue (activation), hits mostly activators;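 note: potency is the fitted concentration of half-maximal effect; plate controls were DMSO vehicle for no effect and reference control for full effect; nearly all actives have a fitted effect of over 55% in size; some results filed as inactive show a strong effect at the top dose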
#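 Yeast expressing FUS under galactose induction, OD 0.005 in 2% galactose medium; compounds in a dilution series, 24 h at 30C. Growth rescue by absorbance at 600 nm; CP55940 positive control, DMSO negative.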
# PI5P4Ka inh – inhibitors of human PI5P4K alpha. hit rate 1.2% among 330,000. PI5P4Kalpha enzyme, ADP-Glo luminescence, 60 min; active compounds read low. max response, %; active = max response of -50% or lower; inconclusive = between -30% and -50%; inactive = -30% or higher; note: value at the top dose of about 77 µM; % is set by controls: 0 for no effect and ±100 for the full control effect
# Target sequence (P48426 whole entry, looked up): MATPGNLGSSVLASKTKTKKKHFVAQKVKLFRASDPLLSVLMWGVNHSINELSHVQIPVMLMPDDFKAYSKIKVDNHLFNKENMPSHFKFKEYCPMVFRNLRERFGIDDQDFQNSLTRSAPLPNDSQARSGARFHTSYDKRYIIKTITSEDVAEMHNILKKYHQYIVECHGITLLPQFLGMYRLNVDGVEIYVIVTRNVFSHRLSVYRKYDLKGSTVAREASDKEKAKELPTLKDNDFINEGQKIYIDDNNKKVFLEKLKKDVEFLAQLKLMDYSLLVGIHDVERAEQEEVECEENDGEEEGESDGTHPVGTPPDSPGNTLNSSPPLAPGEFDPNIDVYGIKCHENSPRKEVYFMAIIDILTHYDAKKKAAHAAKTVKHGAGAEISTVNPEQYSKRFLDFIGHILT
#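 Reactions run in 0.038 M HEPES pH 7.4, 0.28 mM EGTA, 0.1% CHAPS and 5% DMSO, with PI5P4Kalpha, substrate, compound and 5 microM ATP final, one hour at room temperature. Readout is ADP-Glo luminescence.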
# Abeta rescue – compounds reversing amyloid beta toxicity in yeast. yeast expressing A-beta42, growth rescue, OD600, 48 h; response scale: 0% DMSO, 100% iron-clioquinol control. Potency, µM (top dose mostly 46.1 µM), inactives show at the highest dose growth rescue, hits mostly activators. hit rate 0.063% among 410,000. AID 1347071; note: potency is the fitted concentration of half-maximal effect; nearly all actives have a fitted effect of over 55% in size
#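 Yeast growth medium received pinned compounds, then yeast cells expressing toxic A-beta were added; plates incubated at 30 C for 48 hr. Growth read as absorbance at 600 nm, normalized to DMSO and equimolar FeCl3 plus clioquinol controls.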
# IL2 activator – activators of IL-2. IL-2 activation reporter assay, cell-based qHTS; stimulated with anti-CD3/CD4/CD28 beads; in transgenic mouse T cells. activation, % (series mostly up to about 46 µM). hit rate 0.065% among 360,000; in the data active = activation above about 50%; inconclusive = mostly about 30% to 49%; note: 0% is about no effect
#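 Quantitative HTS in unstimulated transgenic mouse T cells, with memory T cells as non-tolerant control and PMA/ionomycin as tolerance-bypass control. Compound pretreatment lasted 60 minutes before 18 h bead stimulation; EGFP/DsRed fluorescence read.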
# EPAC1 agonist – activates human EPAC1 exchange factor; EPAC1 agonist qHTS, biochemical assay; response scale: 100% = response to 6.5 mM cAMP; AID 720707; Potency, µM (highest dose often 154 µM), for inactives: at the highest dose activation, hits mostly activators; hit rate 0.073% among 360,000; O95398; note: potency is the fitted concentration of half-maximal effect; nearly all actives have a fitted effect of over 60% in size
#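 Nucleotide exchange assay: 100 nM EPAC1 with 250 nM Rap1B loaded with BODIPY-GDP and 50 uM GDP, room temperature. Fluorescence (480/540 nm) read every 5 min for 30 min; signal change normalized to 6.5 mM cAMP as full agonist.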
# PLK1 PBD block – inhibitors of human PLK1 polo-box domain binding. hit rate 2.8% among 360,000. Plk1 PBD binding of FITC phosphopeptide, fluorescence polarization. Potency, µM, for the others: max response, negative = inhibition, hits mostly inhibitors. AID 720504; note: potency is the fitted concentration of half-maximal effect; series mostly up to about 57 µM; % is set by controls: 0 for no effect and ±100 for the full control effect; nearly all actives have a fitted effect of over 65% in size
# Target sequence (P53350 whole entry, looked up, the tested form may be a part): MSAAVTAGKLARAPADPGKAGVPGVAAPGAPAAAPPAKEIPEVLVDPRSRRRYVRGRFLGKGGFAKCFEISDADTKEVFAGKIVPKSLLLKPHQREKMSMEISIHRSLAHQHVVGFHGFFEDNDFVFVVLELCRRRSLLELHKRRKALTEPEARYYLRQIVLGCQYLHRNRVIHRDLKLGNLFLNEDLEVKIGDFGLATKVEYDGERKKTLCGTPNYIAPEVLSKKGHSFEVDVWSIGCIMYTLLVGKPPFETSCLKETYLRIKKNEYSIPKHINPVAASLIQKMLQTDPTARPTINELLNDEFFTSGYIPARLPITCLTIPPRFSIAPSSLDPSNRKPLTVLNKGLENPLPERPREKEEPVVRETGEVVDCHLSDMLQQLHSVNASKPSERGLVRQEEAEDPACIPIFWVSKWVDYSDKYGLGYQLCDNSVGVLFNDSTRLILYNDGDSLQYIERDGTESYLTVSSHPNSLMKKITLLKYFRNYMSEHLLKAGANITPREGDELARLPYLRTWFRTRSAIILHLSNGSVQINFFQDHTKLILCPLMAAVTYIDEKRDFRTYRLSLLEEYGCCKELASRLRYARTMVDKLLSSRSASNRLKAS
# The depositor's hits bear a star; ? = inconclusive; . = not tested or not shown; & = joins results of further samples; [ ] = dose if it differs, or a comment. Unless noted, calls come from the whole dose curve; as a rule, active = well fitted curve in the direction sought with a large enough effect; inconclusive = small, poorly fitted or top-dose-only effect, or another doubt; inactive = no such curve, though single readings can be large; an effect the other way counts as inactive or inconclusive. Rows are unselected, and some 4.1% of all compounds hit somewhere here.
no.	Molecule	EPAC1 antag	WRN helicase inh	FUS suppressor	PI5P4Ka inh	Abeta rescue	IL2 activator	EPAC1 agonist	PLK1 PBD block
1	Cc1cccc(NC(=O)c2nc[nH]c2C(=O)Nc2ccccc2[N+](=O)[O-])c1	2%	5%	-15%	-1	-1%	4.5	0%	-6%
2	COC(=O)C[C@H]1c2ccccc2S(=O)(=O)N1c1cccc(OC)c1	-23%	10%	30%	-1	3%	0.3	-4%	-3%
3	COc1ccccc1N(CC(=O)NCC1CCCO1)C(=O)CCC(=O)Nc1cc(C)on1 (stereo not drawn)	10%	-4%	11%	6	1%	1.5	-1%	-8%
4	O=C(CCCN1C(=O)c2ccccc2C1=O)NCCc1ccc(OC(F)F)cc1	1%	2%	-5%	-2	?	-0.4	2%	-4%
5	CCOCCCNC(=O)C(c1ccccc1)N(Cc1ccc2c(c1)OCO2)C(=O)CNC(C)=O (stereo not drawn)	6%	1%	12%	0	9%	-1.3	1%	1%
6	O=C(c1ccccc1)c1ccc(-n2cnnc2)c([N+](=O)[O-])c1	-2%	-3%	-29%	-1	-8%	-1.9	-4%	2%
7	CCOc1ccccc1C(=O)NC(C(=O)NCc1ccccc1OC)C(C)C (stereo not drawn)	-13%	0%	-8%	2	-9%	1.0	2%	-3%
8	CCCCN(CCCC)CCNC(=O)c1cn(CC)c2ccc(S(=O)(=O)N(C)C3CCCCC3)cc2c1=O	-11%	2%	-1%&10%	-8	-6%&0%	0.4	-12%	-3%
9	Cc1ccc(S(=O)(=O)n2nccc2-c2c(-c3ccccc3)noc2C)cc1	0%	-4%	8%	12	5%	-4.8	20%	-14%
10	CN1CCC(=C2c3ccccc3Sc3ccccc32)CC1	2%	3%	-26%	-1	-19%	-0.3	-32%[inhibitor]	-12%
11	CCCC(=O)Nc1cc(OC)c(NC(=S)Nc2ccc(CC)cc2)cc1OC	3%	0%	35%	3	14%	-0.2	6%	-12%
12	CC(C)Cn1c(N)c(C(=O)COC(=O)C2CC(=O)N(c3ccc4c(c3)OCCO4)C2)c(=O)n(C)c1=O (stereo not drawn)	-1%	5%	10%	0	8%	-3.7	-4%	2%
13	CNC(=O)C[C@@H]1C(=O)N(CCc2ccccc2)CC1(C)C	1%	3%	-31%	-7	-1%	0.9	-5%	0%
14	O=C(Cc1ccccc1[N+](=O)[O-])N1CCOCC1	3%	5%	-9%	-1	2%	-0.5	10%	-9%
15	Cc1ccc(S(=O)(=O)N2CCCCC2)cc1C(=O)NCCCN1CCOCC1	17%	-23%	11%	7	2%	-3.2	-2%	-8%
16	COc1cccc2cc(C(=O)Nc3cccnc3N3CCOCC3)c(=O)oc12	2%	-7%	4%	-4	0%	-1.0	2%	-2%
17	Cc1cc(-c2c(C)[nH]n(-c3ccc(Cl)cc3)c2=O)n(-c2ccccc2)n1	-17%	-26%	?	3	19%	3.6	-1%	-6%
18	CCOC(=O)N1CCN(c2c(NCCN(C)Cc3ccccc3)c(=O)c2=O)CC1	8%	-1%	-23%	-1	-10%	-2.6	-22%	6%
19	COc1cccc(C2=CC(=O)CC(C)(C)C2=O)c1	3%	3%	-28%	2	-5%	-2.3	-17%	-10%
20	COc1ccc(N2CCN(C(=O)COC(=O)CSc3ccccc3)CC2)cc1	-9%	5%	10%	-5	-3%	-3.4	-4%	-4%
21	COc1ccc2oc(=Nc3ccccc3)c(-c3nc4ccccc4[nH]3)cc2c1	-3%	2%	.	3	11%	0.2	1%	-8%
22	CCOc1ccc(S(=O)(=O)NCCC(=O)NC(C)CCc2ccccc2)cc1 (stereo not drawn)	5%	-4%	10%	-4	12%	-0.8	-1%	2%
23	COC(=O)N/N=C/c1cn(Cc2c(Cl)cccc2Cl)c2ccccc12	-1%	-8%	.	-2	10%	0.1	1%	1%
24	COc1ccccc1N(CC(=O)NC1CCCC1)C(=O)CCC(=O)Nc1ccccn1	-10%	-3%	-16%	4	-10%	1.0	5%	-1%
25	C/C(=N/NC(=O)c1ccc2c(c1)OCO2)c1cccc([N+](=O)[O-])c1	-22%	0%	-1%	3	2%	-0.7	12%	-6%
26	COC(=O)c1sc2ccccc2c1-n1cccc1C(=O)C(=O)Nc1ccc(OC)cc1	-10%	-7%	5%	16	24%	-0.4	10%	1%
27	CCOC(=O)CSc1nc(Cc2ccccc2)nc2ccccc12	-26%	-6%	39%	2	-14%	-1.5	5%	-10%
28	O=C(Cn1nc(Cc2cccnc2)c2ccccc2c1=O)NCC1COc2ccccc2O1 (stereo not drawn)	-13%	-8%	24%	-6	-18%	-2.7	-8%	-6%
29	Cc1ccc(N=C2NC(=O)CS2)cc1C	-2%	1%	-17%	2	-12%	-0.7	8%	-10%
30	Cc1ccccc1-c1cc2nc(C)c(C)c(=O)n2[nH]1	-2%	-8%	6%	-3	-1%	-0.5	0%	-2%
31	CCOC(=O)C1(CC2CCCCO2)CCN(S(=O)(=O)c2c(C)nn(C)c2C)CC1 (stereo not drawn)	2%	-9%	8%	-7	-3%	5.7	13%	-10%
32	CCn1c(=N)n(CC(O)c2ccco2)c2ccccc21 (stereo not drawn)	34%[activator]	-11%	20%	.	-22%	-2.3	-2%	-8%
33	Cn1c(=O)cc(OCCCC(=O)NCCC2=CCCCC2)c2ccccc21	8%	2%	2%	2	-7%	2.6	-5%	1%
34	S=c1[nH]nc(COc2ccccc2)n1/N=C/c1ccccc1Cl	2%	-18%	20%	3	-41%[inhibitor]	-4.7	-12%	27µM*
35	Cc1ccc(NC(=S)NNC(=O)c2nn(C)c(C)c2Cl)cc1	11%	-13%	12%	3	15%	1.4	0%	-2%
36	Cc1ccc2c(c1)-c1c(cnn1CC(=O)O)CO2	2%	-3%	8%	-8	-9%	3.7	-3%	0%
37	COc1ccccc1C(=O)N(NC(=O)Oc1ccccc1)C(C)(C)C	-13%	5%	5%	-10	5%	-2.1	7%	-11%
38	Cc1ccc(CNC(=O)c2ccc(S(=O)(=O)N(C)C)cc2)n1C	-6%	-8%	36%	2	-2%	0.8	0%	-5%
39	COc1ccc(S(=O)(=O)N2C(=O)/C(=C3\SC(N)=NC3=O)c3ccccc32)cc1	?	?	16%	0	3%	-1.5	-90%[inhibitor]	-3%
40	Cc1ccc(NC(=O)NN2CCOCC2)cc1	-1%	-6%	-8%	-2	-1%	0.0	0%	2%

# Quoted from the listing.
# Under PLK1 PBD block, COc1ccccc1N(CC(=O)NC1CCCC1)C(=O)CCC(=O)Nc1ccccn1 shows -1%
# Under Abeta rescue, Cn1c(=O)cc(OCCCC(=O)NCCC2=CCCCC2)c2ccccc21 shows -7%
# Under IL2 activator, C/C(=N/NC(=O)c1ccc2c(c1)OCO2)c1cccc([N+](=O)[O-])c1 shows -0.7
# Under EPAC1 antag, Cc1ccc2c(c1)-c1c(cnn1CC(=O)O)CO2 shows 2%
# Under EPAC1 agonist, CCOC(=O)CSc1nc(Cc2ccccc2)nc2ccccc12 shows 5%
# Under PLK1 PBD block, Cc1ccc(NC(=S)NNC(=O)c2nn(C)c(C)c2Cl)cc1 shows -2%

# Just EPAC1 antag, PI5P4Ka inh and EPAC1 agonist, for some of the entries so far:
nr	SMILES	EPAC1 antag	PI5P4Ka inh	EPAC1 agonist
28	O=C(Cn1nc(Cc2cccnc2)c2ccccc2c1=O)NCC1COc2ccccc2O1 (stereo not drawn)	-13%	-6	-8%
40	Cc1ccc(NC(=O)NN2CCOCC2)cc1	-1%	-2	0%

# From no. 28 up to 29, copied from above:
no.	Molecule	EPAC1 antag	WRN helicase inh	FUS suppressor	PI5P4Ka inh	Abeta rescue	IL2 activator	EPAC1 agonist	PLK1 PBD block
28	O=C(Cn1nc(Cc2cccnc2)c2ccccc2c1=O)NCC1COc2ccccc2O1 (stereo not drawn)	-13%	-8%	24%	-6	-18%	-2.7	-8%	-6%
29	Cc1ccc(N=C2NC(=O)CS2)cc1C	-2%	1%	-17%	2	-12%	-0.7	8%	-10%

# Additional results follow.
no.	Molecule	EPAC1 antag	WRN helicase inh	FUS suppressor	PI5P4Ka inh	Abeta rescue	IL2 activator	EPAC1 agonist	PLK1 PBD block
41	COC(=O)CC1=C(C(=O)OC)C(c2ccc3c(c2)OCO3)C(C#N)=C(N)O1 (stereo not drawn)	0%	-5%	6%	-5	15%	0.0	4%	-9%
42	O=C(c1ccco1)N1CCN(c2nnc(-c3ccccc3)c3ccccc23)CC1	13%	5%	21%	.	-6%	-0.3	6%	-7%
43	COc1ccc(-c2nc(CN3CCN(c4ncnc5ccccc45)CC3)c(C)o2)c(OC)c1	-5%	-4%	6%	6	-3%	-2.9	2%	-14%
44	CC(=O)c1sc(Nc2ccc3c(c2)OCO3)nc1C	-13%	-14%	-11%	7	-12%	-0.4	-5%	-8%
45	O=C(Nc1ccc(OC(F)(F)F)cc1)c1ccc2c(c1)no[n+]2[O-]	-16%	-31%	-13%	10	-21%	-0.5	-8%	-5%
46	CCOC(=O)N1CCc2c(sc3c2c(=O)n(-c2ccc(CC)cc2)c(=O)n3CC(=O)NCC2CCCO2)C1 (stereo not drawn)	?	-9%	-14%	-2	-5%	0.3	-2%	-12%
47	C/C(=N\NC(=O)c1nnn(-c2nonc2N)c1CN(C)c1ccccc1)c1cccs1	13%	-3%[57.1 µM]	5%	-1	-8%	-2.2	-17%	6%
48	Cc1cc(C)cc(NC(=O)Cn2c(=O)oc3cc(S(=O)(=O)N4CC(C)CC(C)C4)ccc32)c1 (stereo not drawn)	-21%	-7%	27%	6	12%	-2.0	-8%	-5%
49	COc1ccc(/C=N/n2c(-c3n[nH]c4c3CCC4)n[nH]c2=S)cc1	-3%	-32%	7%	-14	2%	0.9	-1%	-18%
50	COCCNC(=S)Nc1cc2oc3ccccc3c2cc1OC	-9%	-18%	.	12	2%	-2.9	10%	-11%
51	CCNC(=S)N1CCN(c2nc(-c3cccc(OC)c3)cs2)CC1	-9%	-3%	9%	13	3%	-0.9	18%	-22%
52	CS(=O)(=O)N1CCN(c2ccc([N+](=O)[O-])cc2F)CC1	-15%	0%	11%	1	-10%	-0.2	5%	-27%
53	O=C(CSc1ccc(Cl)cc1)Nc1ccccc1Oc1ccccc1	-16%	-12%	12%	-12	7%	-2.8	11%	-19%
54	COc1ccn(C2CCCCO2)c(=O)n1 (stereo not drawn)	-8%	6%	9%	3	1%	-0.7	-3%	-2%
55	CN(c1ccccc1C(=O)Nc1ccc(F)c(Cl)c1)S(C)(=O)=O	-17%	0%	12%	2	8%	-1.0	12%	-9%
